# High-throughput results (PubChem)
# M1 PAM: human CHRM1 positive allosteric modulation; P11229; CHO-K1 hM1, Fluo-8 calcium fluorescence, ACh EC20; 0% = ACh EC20, 100% = maximal ACh; activation, % at 3 µM; hit rate 0.088% among 360,000; AID 588819; in the data active = activation above about 19%, passing the limit was not always enough
# Target sequence (P11229 whole entry, looked up): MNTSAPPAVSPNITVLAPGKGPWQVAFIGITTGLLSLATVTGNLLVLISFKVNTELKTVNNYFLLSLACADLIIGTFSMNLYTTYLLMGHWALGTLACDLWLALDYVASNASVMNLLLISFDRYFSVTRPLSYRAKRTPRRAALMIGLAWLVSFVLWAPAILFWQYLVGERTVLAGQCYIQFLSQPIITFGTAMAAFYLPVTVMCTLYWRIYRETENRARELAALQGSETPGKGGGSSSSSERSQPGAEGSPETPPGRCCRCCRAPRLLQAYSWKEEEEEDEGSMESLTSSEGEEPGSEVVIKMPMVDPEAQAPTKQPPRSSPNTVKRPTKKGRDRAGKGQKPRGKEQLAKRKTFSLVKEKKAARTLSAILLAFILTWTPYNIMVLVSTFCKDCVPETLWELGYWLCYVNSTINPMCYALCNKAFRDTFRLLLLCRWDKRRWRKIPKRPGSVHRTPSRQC
# CHO parental Ca: counter-screen for OX1R antagonists: effect in parental CHO cells. parental CHO-K1, ATP-induced calcium, Fluo-8 fluorescence. hit rate 0.63% among 330,000. inhibition, % at 5.6 µM;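 active = inhibition above that plate's mean sample inhibition plus 3 SD, cut at about 26% in these data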;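 also: 0% = ATP-challenged DMSO wells and 100% = DMSO wells without ATP; some compounds past the cut are filed as inactive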
#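 Test system: untransfected parental CHO cell line. Compound: one dose, 5.6 µM nominal. Detection: intracellular calcium via Fluo-8 no-wash fluorescent dye. Measure: % inhibition. Benchmarks: ATP-challenged DMSO wells low, unchallenged DMSO wells high.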
# CHRM4 antagonist: antagonists of human muscarinic M4 receptor (CHRM4); P08173; hit rate 0.73% among 360,000; CHO-hM4 cells, ACh EC80, Fluo-8 calcium fluorescence; inhibition, % at 3 µM; AID 624125;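 active = inhibition above its plate's cutoff, the mean inhibition of sample wells plus 3 SD, cut at about 27% in these data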;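 also: 0% = acetylcholine EC80 with DMSO and 100% = DMSO without agonist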
# CHO-K1 Ca ag: counter-screen for M1 agonists: effect in parental CHO-K1 cells; hit rate 0.48% among 360,000; AID 602248; Fluo-8 calcium fluorescence; scaled to maximal ATP response, vehicle zero; activation, % at 3 µM; in the data active = activation above about 15%;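 also: untransfected CHO-K1 host cells lacking M1 receptor as counterscreen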
# M4 ag: agonists of human muscarinic M4 receptor (CHRM4). CHO-K1 hM4/Gqi5, Fluo-8 calcium fluorescence; vehicle 0%, full acetylcholine response 100%. activation, % at 3 µM. hit rate 0.14% among 360,000;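 active = activation above the run mean over all test wells plus 3 SD, cut at about 32% in these data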;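 also: peak over basal fluorescence ratio per well then scaled between controls; 0% = DMSO wells and 100% = acetylcholine at EC100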
# CHRM1 agonist: human M1 muscarinic receptor agonism; P11229; hit rate 0.33% among 360,000; activation, % at 3 µM; CHO-K1 hM1, Fluo-8 calcium fluorescence, agonist mode; 0% DMSO, 100% acetylcholine EC100;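 active = activation above the run's mean compound activation plus 3 SD, cut at about 16% in these data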;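 also: peak over basal fluorescence ratio within a 140 s kinetic read after compound addition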
# CHO-K1 Ca antag: counter-screen for M1 antagonists: effect in parental CHO-K1 cells | inhibition, % at 3 µM | ATP-induced calcium, Fluo-8 fluorescence | hit rate 0.6% among 360,000;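 active = inhibition above a per-plate cutoff, the plate's mean sample inhibition plus 3 SD, cut at about 24% in these data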;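 also: 0% = DMSO plus EC80 ATP and 100% = DMSO alone without ATP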
# CHRM1 antagonist: human CHRM1 antagonism. P11229. CHO-K1 hM1, Fluo-8 calcium fluorescence, ACh EC80 antagonist. inhibition, % at 3 µM. hit rate 1.3% among 360,000. AID 588852;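 active = percent inhibition above its own plate's cutoff, namely the mean of that plate's compound wells plus 3 SD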;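 also: peak over basal fluorescence ratio during 140 s after agonist addition; 0% = ACh EC80 plus DMSO and 100% = DMSO alone without agonist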
# OXTR potentiator: human OXTR potentiation | P30559 | CHO-OTR cells, Fluo-8 calcium fluorescence, potentiator mode; 0% = oxytocin EC15, 100% = EC100 | activation, % at 3 µM | hit rate 0.061% among 320,000 | AID 2445;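 active = activation above that plate's cutoff, the mean activation of tested compounds plus 3 SD, cut at about 6.6% in these data, passing the limit was not always enough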;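 also: 100% uses oxytocin at 75 nM as the full agonist control; some results filed as inactive read as strong as hits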
# Target sequence (P30559 whole entry, looked up): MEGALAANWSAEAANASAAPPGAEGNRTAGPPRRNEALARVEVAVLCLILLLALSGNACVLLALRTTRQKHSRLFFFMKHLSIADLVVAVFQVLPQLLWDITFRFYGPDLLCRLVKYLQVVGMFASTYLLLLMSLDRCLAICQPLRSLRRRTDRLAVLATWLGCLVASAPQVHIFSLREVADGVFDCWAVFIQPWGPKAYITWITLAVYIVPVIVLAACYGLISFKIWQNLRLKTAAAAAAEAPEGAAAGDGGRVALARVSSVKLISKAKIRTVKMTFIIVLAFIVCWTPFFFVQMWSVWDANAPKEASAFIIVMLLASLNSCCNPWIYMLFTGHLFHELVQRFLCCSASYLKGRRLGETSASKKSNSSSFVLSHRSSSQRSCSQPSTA
#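 Replication – single well per compound, singlicate · Assay system – CHO cell line stably expressing human OTR · Timing – 6 min pre-incubation, 100 s read · Measure – normalized max/min fluorescence ratio, % activation · Doses – 3.0 µM, one dose · Detection – Fluo-8 calcium dye fluorescence · Probe or stimulus – oxytocin near EC15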
# * marks the source's active call; other numbers are inactive results; x = not tested or not shown.
SMILES,M1 PAM,CHO parental Ca,CHRM4 antagonist,CHO-K1 Ca ag,M4 ag,CHRM1 agonist,CHO-K1 Ca antag,CHRM1 antagonist,OXTR potentiator
COc1ccc(C(=O)Oc2ccc(/C=N/NC(=O)c3ccccc3OC)cc2[N+](=O)[O-])cc1,10,-12,8,0.1,1,1,-6,-8,-10
O=C(CN(C1CCCCC1)S(=O)(=O)c1ccc(Cl)cc1)NCCCO,5,-10,18,-0.1,1,-5,-8,-4,7
CCCc1[nH]c(=O)c(C#N)c2c1CCCC2,5,-2,-1,0.1,0,-4,-9,-2,-1
C=CCn1c(SCC(=O)c2c(N)n(C3CC3)c(=O)[nH]c2=O)nnc1-c1ccccc1OC,9,x,-9,-0.1,1,-3,14,-5,x
COCCNC(=O)C1(C)CCN(Cc2ccc3ccccc3c2Br)C1 (stereo not given),2,x,-8,0.4,1,-8,-11,-11,x
Cc1cc(C)n(S(=O)(=O)c2ccc(C)c(C)c2)n1,8,x,12,0.2,1,8,-8,-14,x
Cc1[nH]n(-c2ncc(-c3ccccc3)s2)c(=O)c1C(c1ccc(Cl)cc1)C(C#N)C#N (stereo not given),7,7,-3,0.4,0,-6,6,-15,0
Cn1c(=O)oc2cc(S(=O)(=O)N3CCN(C(=O)c4ccco4)CC3)ccc21,4,-5,7,0.4,1,-4,1,-1,-3
Cc1ccc(C(=O)N2CCN(c3ccc(NC(=O)c4cc(C)cc(C)c4)cc3)CC2)cc1,4,x,-1,1.2,0,-4,-20,-5,x
COc1ccc(N2C(S)=C(C#N)C(=O)NC2c2ccco2)cc1 (stereo not given),11,3,10,-0.3,0,-2,7,-3,-4
O=C(CN(Cc1ccccc1)S(=O)(=O)c1ccccc1)N/N=C/c1ccc2c(c1)OCO2,0,-23,2,1.0,4,1,-27,-2,-11
CC(c1ccccc1)N(C)C(=O)CSc1nnc(C2CC2)n1C1CC1 (stereo not given),-1,-13,-6,0.4,3,-7,-7,6,1
COc1ccc(-c2nc(SCc3ccccc3)n(S(C)(=O)=O)n2)cc1,7,-6,-7,0.6,0,-5,-9,-10,-2
COC(=O)[C@@H](Cc1c[nH]c2ccccc12)NCc1cccc(B(O)O)c1,7,x,-7,1.0,3,0,-7,-13,x
N#Cc1c(N)nc(-c2ccccc2)nc1-c1ccccc1,3,9,-3,-0.1,0,-2,7,-6,-4
COc1ccc(/C=N/NC(=O)c2cc(-c3cccc(C)c3)nc3ccccc23)cc1O,0,-33,3,4.9,10,-2,-6,12,-6
COc1ccc(OC)c(C2=CC(=O)C[C@H](c3ccc4c(c3)OCO4)C2)c1,7,-19,-4,0.7,-1,-5,-17,-10,-5
O=[N+]([O-])c1ccc(S(=O)(=O)Nc2nnc(C(F)(F)F)s2)cc1,4,-7,6,0.4,0,-5,-5,1,1
COc1ccc(S(=O)(=O)NC(CC(=O)NC2CCCC2)c2ccco2)cc1 (stereo not given),6,-3,3,0.1,1,10,0,-10,-4
Cc1cccc(N/N=C(\C#N)S(=O)(=O)C(C)(C)C)c1,3,-7,-1,4.8,3,1,-7,-1,-20
CCOC1=C2[C@@H](CN(S(=O)(=O)c3ccc(C)cc3)[C@H]2c2ccccc2Cl)[C@H]2C(=O)NC(=O)[C@H]2C1,7,x,-3,0.0,1,-2,11,-6,x
COCCCNC(=O)Cn1c(=O)n(CC(=O)N2CCCCC2)c(=O)c2sccc21,8,-5,-4,1.4,2,-2,-9,-12,-9
Cc1cccc(C)c1OCc1n[nH]c(=S)n1-c1ccccc1,6,-2,-9,1.1,0,-3,-15,-5,-3
CCCCN(CC)CCNC(=O)c1[nH]c(C)c(C(C)=O)c1C,-6,-20,1,0.5,1,-4,-12,17,-2
C=CCc1cccc(C=Nc2cc(Br)ccc2O)c1O,6,0,5,2.5,1,-4,-1,-1,-4
CCOC(=O)c1c(C)[nH]c(C)c1C(=O)CSc1nnnn1-c1ccccc1,5,-17,2,1.5,7,1,7,-2,-13
CCOc1ncccc1C(=O)N1CCN(S(=O)(=O)c2ccc(Br)cc2Cl)CC1,4,-5,-15,0.3,0,-7,-12,-6,-20
N#Cc1ccccc1NC(=O)COC(=O)c1ccc2c(c1)OCO2,7,-2,-3,0.7,3,-3,-12,-10,2
COc1ccc(C(=O)NCC(=O)OCC(=O)NC2CCCC2)cc1,2,-9,-7,0.1,1,-6,16,5,-10
CCn1c(SCC(=O)O)nnc1C1CCCCC1,17,-6,-6,1.7,1,1,-22,-40,3
O=C(CCC(=O)c1ccc(F)cc1)Nc1cc(Cl)cc(Cl)c1,-4,-29,-1,0.8,0,-4,-3,18,-15
CCOCCCn1cnc2c(c1=O)c1nc3ccccc3nc1n2-c1ccc(C)cc1,10,-3,0,0.0,3,-4,-25,-21,-6
O=C(COc1ccccc1)Nc1ccc2oc(=O)ccc2c1,1,-1,-3,1.4,4,-3,-5,-2,-11
CN(C)S(=O)(=O)c1ccc(C(=O)NCc2ccccc2)cc1,4,-1,9,0.1,1,-3,0,0,-15
CCOc1ccc(C(=O)Nc2ccccc2-c2ccccc2)cc1Cl,-1,-28,-12,-0.1,-2,-5,-4,-8,-3
CCOC(=O)N1CCN(S(=O)(=O)c2c(C)[nH]c(=O)[nH]c2=O)CC1,5,-5,-19,0.6,2,-2,-7,-9,-5
NC(=O)c1ccc(Br)c(S(=O)(=O)N2CCCCC2)c1,5,-16,-7,0.7,1,-5,-8,-4,-7
CCOC(=O)C1=C(CC)Nc2ccccc2N=C1NC(=O)CCNC(C)=O,5,-3,-8,0.8,0,-3,-19,-3,0
COC(=O)c1ccc(COc2ccccc2/C=N/Nc2cccc(C(=O)O)c2)cc1,-9,x,7,2.2,6,-5,-4,15,x
Nc1cc(N)cc(C(=O)c2ccccc2)c1,-3,x,5,0.5,3,-4,9,15,x

# Some of the entries above, set out differently:
# Below each compound – M1 PAM	CHO parental Ca	CHRM4 antagonist	CHO-K1 Ca ag	M4 ag	CHRM1 agonist	CHO-K1 Ca antag	CHRM1 antagonist	OXTR potentiator
> CCOC(=O)N1CCN(S(=O)(=O)c2c(C)[nH]c(=O)[nH]c2=O)CC1
  5	-5	-19	0.6	2	-2	-7	-9	-5
> NC(=O)c1ccc(Br)c(S(=O)(=O)N2CCCCC2)c1
  5	-16	-7	0.7	1	-5	-8	-4	-7
> CCOC(=O)C1=C(CC)Nc2ccccc2N=C1NC(=O)CCNC(C)=O
  5	-3	-8	0.8	0	-3	-19	-3	0

# Individual results from the results shown:
# Under CHRM1 antagonist, `CCOC(=O)N1CCN(S(=O)(=O)c2c(C)[nH]c(=O)[nH]c2=O)CC1` is listed with -9
# Under CHO parental Ca, `O=C(CCC(=O)c1ccc(F)cc1)Nc1cc(Cl)cc(Cl)c1` is listed with -29
# Under CHO-K1 Ca antag, `COC(=O)c1ccc(COc2ccccc2/C=N/Nc2cccc(C(=O)O)c2)cc1` is listed with -4
# Under CHRM1 agonist, `CN(C)S(=O)(=O)c1ccc(C(=O)NCc2ccccc2)cc1` is listed with -3

# (continued)
SMILES,M1 PAM,CHO parental Ca,CHRM4 antagonist,CHO-K1 Ca ag,M4 ag,CHRM1 agonist,CHO-K1 Ca antag,CHRM1 antagonist,OXTR potentiator
Cc1cc(=O)c2cc(Br)ccc2[nH]1,1,-9,1,0.3,0,-2,16,-2,-6
COc1cccc(C(=O)Nc2ccccc2NC(=O)c2cccc(OC)c2)c1,3,3,-13,4.5,11,2,-3,-1,-2
O=C(Cn1nc(CNc2ccc(Br)cc2)[n+]2c1CCCCC2)c1ccc([N+](=O)[O-])cc1,0,-8,-19,-0.5,0,-9,-6,2,-5
Cc1cc(NC(=O)Nc2ccc(Cl)c(Cl)c2)no1,-1,82*,7,7.0,19,3,13,9,-14
CC(C)c1ccccc1NC(=O)Nc1nnc([C@@H]2C[C@H](O)[C@@H](CO)O2)s1,23,x,-8,-0.2,0,5,1,-12,x
CC(O)CNCc1ccc(-c2ccccc2)cc1 (stereo not given),6,-2,4,1.3,4,-6,-6,8,-3
CCc1cc2c(=O)[nH]c(Cc3ccccc3)nc2s1,9,43*,5,0.5,-1,-8,-19,-30,-13
C/C=N\NC(=O)CNC(=O)CNC(=O)c1ccccc1,1,1,-3,-0.1,1,-5,-3,2,0
CC(C)(C)c1ccc(/C=N/NC(=S)NC2CCCCC2)cc1,-4,-43,-7,0.5,-2,-1,-6,-5,-13
C=CCN(CC=C)c1nc2ccccc2nc1C(C#N)C(=O)OCCOC (stereo not given),0,-24,8,0.5,2,-6,2,0,-4
N#Cc1ccc(C2N=C(c3ccccc3)NO2)cc1 (stereo not given),8,2,5,0.6,0,-3,-20,-15,-11
CC(=O)c1cccc(NC(=O)CN(c2ccc(C)cc2)S(=O)(=O)c2cccc3nonc23)c1,0,-6,0,1.1,5,-4,6,3,-14
COCCN(Cc1nc2ccccc2c(=O)[nH]1)C(=O)COc1ccccc1-c1ccccc1,1,x,-5,5.6,5,-4,-21,5,x
Cc1ccc(NC(=O)c2n[nH]c(=O)c3ccccc23)cc1S(=O)(=O)N1CCOCC1,-5,-14,-16,1.0,6,6,-10,5,-11
O=C1CC(c2ccccc2)=NN1c1ccc([N+](=O)[O-])cc1,3,3,-14,0.6,4,1,27*,6,-7
CCc1ccccc1NC(=O)c1ccc(-c2csc(C)n2)cc1,1,-15,1,0.7,2,-6,-5,-6,4

# Sorted by heavy-atom count (low to high): four of the compounds above.
SMILES,M1 PAM,CHO parental Ca,CHRM4 antagonist,CHO-K1 Ca ag,M4 ag,CHRM1 agonist,CHO-K1 Ca antag,CHRM1 antagonist,OXTR potentiator
CCc1cc2c(=O)[nH]c(Cc3ccccc3)nc2s1,9,43*,5,0.5,-1,-8,-19,-30,-13
CCc1ccccc1NC(=O)c1ccc(-c2csc(C)n2)cc1,1,-15,1,0.7,2,-6,-5,-6,4
Cc1ccc(C(=O)N2CCN(c3ccc(NC(=O)c4cc(C)cc(C)c4)cc3)CC2)cc1,4,x,-1,1.2,0,-4,-20,-5,x
COc1ccc(C(=O)Oc2ccc(/C=N/NC(=O)c3ccccc3OC)cc2[N+](=O)[O-])cc1,10,-12,8,0.1,1,1,-6,-8,-10

# Compounds shown so far that have a thiophene ring, fused or not, in the order listed:
SMILES,M1 PAM,CHO parental Ca,CHRM4 antagonist,CHO-K1 Ca ag,M4 ag,CHRM1 agonist,CHO-K1 Ca antag,CHRM1 antagonist,OXTR potentiator
COCCCNC(=O)Cn1c(=O)n(CC(=O)N2CCCCC2)c(=O)c2sccc21,8,-5,-4,1.4,2,-2,-9,-12,-9
CCc1cc2c(=O)[nH]c(Cc3ccccc3)nc2s1,9,43*,5,0.5,-1,-8,-19,-30,-13
